Screening results from PubChem.
cardiac RTF act: increases calcium sensitivity of human cardiac regulated thin filaments; IANBD-labeled TnC RTF fluorescence at EC20 calcium; 0% EC20 calcium, 100% full calcium; P19429+P45379; actives 0.24% (n = 340,000); activation, % at 7.2 µM;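 active = activation above the mean over all tested compounds plus 3 SD, cut at about 30% in these data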;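 also: rise in fluorescence read as greater calcium sensitivity of cardiac thin filaments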
CAL PDZ FP-1: blocks peptide binding to the human CAL PDZ domain; actives 0.92% (n = 300,000); Q9HD26; AID 602252; inhibition, % at 24.9 µM; purified CAL PDZ, TMR-peptide fluorescence polarization, 1 h;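 active = mean inhibition of at least 30% with at least half of replicates also reaching 30%; inconclusive = no clear call, values can overlap the other calls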;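 also: 0% = DMSO neutral control and 100% = excess unlabeled competitor peptide PRC23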
Tat export inh: E. coli Tat transport inhibition | E. coli MC4100 TorA-mCherry Tat export, fluorescence | inhibition, % at 10 µM | actives 0.036% (n = 340,000) | AID 488895;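 active = mean replicate inhibition at least 50% and at least half of replicates individually reaching 50%; inconclusive = only one of the two criteria met; inactive = neither criterion met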;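 also: exported cargo escapes ClpAP degradation while cytoplasmic cargo is degraded and loses fluorescence; 0% = median of neutral control wells and 100% = median of NaSCN control wells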
CDK5 p35 inh: blocks human CDK5/p35 kinase activity. AID 488839. inhibition, % at 10 µM. actives 0.01% (n = 330,000). Q00535+Q15078. Recombinant CDK5/p35, ADP-Glo luminescence, 60 min;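 active = highest replicate inhibition of at least 50% and at least 75% of replicates reaching 50%; inconclusive = only one of the two criteria met; inactive = both criteria failed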;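 also: plate controls were DMSO neutral control for no effect and GW8510 at 10 µM for full effect; many of its hits are not listed in these tables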
Rtt109 HAT inh: C. albicans Rtt109 histone acetyltransferase inhibition. Q5AAJ8. purified Rtt109/Vps75, ThioGlo CoA-SH fluorescence, 4 h. inhibition, % at 34.9 µM. actives 0.16% (n = 330,000). AID 540336;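 active = inhibition of at least 50% in every replicate; inconclusive = best replicate reaches 50% inhibition but some replicates fall short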
Target sequence (Q5AAJ8 whole entry, looked up): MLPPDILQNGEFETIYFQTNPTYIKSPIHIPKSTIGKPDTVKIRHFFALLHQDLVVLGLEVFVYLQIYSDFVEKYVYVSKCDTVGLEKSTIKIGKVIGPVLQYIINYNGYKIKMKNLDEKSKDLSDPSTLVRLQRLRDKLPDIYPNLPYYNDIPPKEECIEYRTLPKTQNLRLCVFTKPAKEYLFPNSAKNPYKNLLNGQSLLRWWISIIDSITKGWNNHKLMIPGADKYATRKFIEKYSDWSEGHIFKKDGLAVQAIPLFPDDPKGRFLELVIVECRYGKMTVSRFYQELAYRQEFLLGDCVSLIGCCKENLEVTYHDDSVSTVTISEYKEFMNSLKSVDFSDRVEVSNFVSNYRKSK
dFosB activator: mouse delta FosB homodimer activation; P13346; purified delta FosB, TAMRA-CDK5 oligo fluorescence polarization; percent of positive-control signal above neutral wells; activation, % at 25 µM; actives 0.99% (n = 340,000); AID 493131;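 active = mean activation above about 17%, with every replicate also reaching it, limit read from the data, passing the limit was not always enough; inconclusive = only one of the two conditions met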;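 also: fluorescence polarization rise as delta FosB binds a TAMRA Cdk5 AP-1 oligo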
Target sequence (P13346 whole entry, looked up): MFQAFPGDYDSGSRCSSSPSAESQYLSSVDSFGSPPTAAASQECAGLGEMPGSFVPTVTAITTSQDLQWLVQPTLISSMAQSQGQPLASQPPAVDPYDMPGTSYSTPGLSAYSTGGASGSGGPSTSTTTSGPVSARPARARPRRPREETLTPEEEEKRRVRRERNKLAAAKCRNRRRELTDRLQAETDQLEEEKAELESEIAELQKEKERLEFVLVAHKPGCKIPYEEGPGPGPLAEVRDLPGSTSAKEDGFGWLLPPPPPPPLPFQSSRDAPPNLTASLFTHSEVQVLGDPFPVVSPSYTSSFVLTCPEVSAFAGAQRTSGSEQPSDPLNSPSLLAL
Wnt act: Wnt/beta-catenin pathway activation | Wnt/beta-catenin reporter cell assay, activator, plate reader | actives 1.2% (n = 300,000) | AID 743398 | activation, % at 9.35 µM; in the data active = activation above about 30%, passing the limit was not always enough; inconclusive = no clear call, values can overlap the other calls;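 also: 0% = neutral control wells and 100% = positive control wells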
MITF TRPM1 HTS: MITF TRPM1 promoter activation in melanoma cells; AID 588334; actives 0.75% (n = 300,000); activation, % at 12.5 µM; SK-MEL-5 TRPM1-promoter luciferase, 24 h; % of positive control, neutral wells = 0;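 active = mean activation of at least 80% with every replicate also reaching 80%; inconclusive = mean reaches 80% but some replicate falls short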;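 also: 0% = neutral control wells and 100% = parthenolide positive control wells; values of inactives mirror those of a sister screen read the other way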
CAL PDZ FP-2: human CAL PDZ-peptide interaction inhibition. Q9HD26. purified CAL PDZ, TMR-peptide fluorescence polarization, 1 h. inhibition, % at 20 µM. actives 0.02% (n = 330,000). AID 504414;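 active = highest replicate inhibition of at least 40%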;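 also: plate controls were DMSO neutral control wells for no effect and unlabeled competitor peptide control wells for full effect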
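Test system: tagged CAL PDZ domain / Buffer or medium: sodium phosphate/NaCl buffer pH 7.4 with TCEP, IgG, Thesit / Reagent: TMR-labelled reporter peptide T*-PRC34 bound in PDZ groove / Compound dosing: single point, 20 µM / Schedule: 1 h incubation at room temperature before polarization reading / Technique: fluorescence polarization (mP) / Benchmarks: unlabelled peptide, DMSO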
V-ATPase pHluor: yeast V-ATPase proton transport regulation by pHLuorin. response, % at 10 µM. actives 0.37% (n = 350,000). AID 504577. S. cerevisiae, pHLuorin cytosolic pH fluorescence; in the data active = response mostly above about 7.3%, no sharp cut-off; inactive = mostly below about 5.4%; also: actives read high; inactives centre near 0; some compounds called inactive have numbers as strong as hits
* marks the source's active call; other numbers are inactive results; u = inconclusive; x = not tested or not shown. Random draw from the library, and some 4.1% of all compounds hit somewhere here.

SMILES | cardiac RTF act | CAL PDZ FP-1 | Tat export inh | CDK5 p35 inh | Rtt109 HAT inh | dFosB activator | Wnt act | MITF TRPM1 HTS | CAL PDZ FP-2 | V-ATPase pHluor
c1coc(-c2nn3c(Cn4nnc5ccccc54)nnc3s2)c1 | 1 | -1 | -1 | 0.4 | -9 | -4 | x | x | -0.2 | 3
Cc1cccc(-c2nc(=S)c3c(o2)CCCC3)c1 | -4 | -4 | -2 | 0.7 | 13 | -11 | x | 68 | x | -3
Cc1cccc(C)c1OCC(=O)N/N=C/c1ccncc1 | -2 | 1 | -2 | 0.8 | 19 | -4 | -2 | -6 | -1.3 | -7
CCc1ccccc1Cn1c(=O)oc2cccnc21 | 13 | -32 | -6 | 0.3 | -8 | 1 | u | x | -2.2 | -2
Cc1cc(C)n(C(=O)/C(C#N)=N\Nc2ccccc2[N+](=O)[O-])n1 | 10 | x | -2 | 0.3 | 6 | -1 | 1 | 7 | -0.7 | 4
Cc1ccc2c(c1)c1c(n2CC(O)CN2CCCCC2C)CCCC1 (stereo unspecified) | 0 | -3 | -4 | 0.6 | 1 | -7 | 0 | 22 | -1.8 | 2
Cc1c(C(=O)N2CCN(c3ccccc3)CC2)sc2nc3n(c(=O)c12)CCC3 | -1 | 0 | 2 | x | 1 | 1 | 3 | 4 | -2.5 | 1
COC(=O)c1ccc2c(c1)c(C#Cc1ccccc1)c(-c1ccccc1)n2C | 1 | -9 | -1 | 2.9 | 6 | -2 | -1 | 80 | -1.2 | 2
O=C(CSC1=NCCS1)Nc1ccc(F)cc1 | x | 3 | -5 | 0.0 | 5 | 5 | -1 | -8 | 0.0 | 0
CCOC(=O)N1CCN(c2nc(-c3ccc(OC)cc3)no2)CC1 | 1 | x | -9 | -0.3 | 2 | -8 | x | 40 | -2.3 | 0
CN1CCN(c2ccc(NC(=O)c3ccc(Oc4ccccc4)cc3)cc2)CC1 | -3 | -3 | -4 | 0.2 | 22 | -2 | 0 | 29 | -2.2 | -3
CCOC(=O)c1c(NC(=O)C2(C)Cc3ccccc3C(=O)O2)sc2c1CCCC2 (stereo unspecified) | -1 | -2 | 0 | -0.4 | 2 | -1 | -3 | 6 | -1.1 | -2
CCN1CCN(c2cc(C)nc(-c3ccccc3O)n2)CC1 | -4 | -3 | 4 | 0.3 | -9 | 5 | -2 | 22 | -1.7 | -1
CC(C)OC(=O)CC1C(=O)NCCN1C(=S)NC(=O)c1ccccc1Cl (stereo unspecified) | -6 | 4 | -1 | -2.0 | 6 | -2 | -5 | 11 | -0.5 | 4
CCCOc1cccc(C2C(C(=O)c3ccco3)=C(O)C(=O)N2CCN(CC)CC)c1 (stereo unspecified) | 7 | 2 | -11 | -0.2 | 3 | -2 | x | x | x | -1
O=C(CSc1c2c(nc3cc(Cl)ccc13)CCCC2)NCCN1CCOCC1 | -2 | 4 | -4 | -0.2 | -28 | -14 | 0 | -7 | -0.8 | -2
OCCN(Cc1ccccc1)C(=S)NC1CCCCC1 | -6 | -6 | 3 | 1.0 | -3 | 2 | -2 | 0 | -1.3 | -2
Cc1ccc(NC(=O)COC(=O)Cc2ccsc2)cc1S(=O)(=O)N(C)C | 2 | -1 | 3 | -1.1 | 0 | -14 | 5 | -12 | -3.4 | 2
CCc1cc2c3c(c1)C1(C(=O)N3C(C)(C)C=C2C)C(C#N)=C(N)Oc2[nH]c(=O)[nH]c(=O)c21 (stereo unspecified) | -7 | 1 | -3 | -9.2 | 7 | -14 | -11 | -12 | -1.2 | 4
O=C(NCC1CCCCC1)C1CCCN(C(=O)NC2CCCCC2)C1 (stereo unspecified) | -3 | 2 | 3 | -1.7 | x | -4 | -8 | x | -0.6 | 5
C=CCn1c(SCC(=O)Nc2ccc(NC(=O)c3ccco3)c(OC)c2)nnc1-c1ccncc1 | -1 | -3 | 2 | -1.7 | 10 | -3 | x | 4 | -1.4 | -9
CC(=O)OC[C@]1(OC(C)=O)C[C@@]23CC[C@H]4[C@@](C)(CCC[C@@]4(C)C(=O)O)[C@@H]2CC[C@@H]1C3 | -7 | 0 | 13 | 0.1 | 0 | 0 | -2 | 6 | -0.5 | 0
Cc1c(C(=O)OCC(C)C)[nH]c2c1C(=O)CC(c1ccco1)C2 (stereo unspecified) | -3 | -2 | 6 | -4.9 | 13 | 7 | -17 | -5 | 0.0 | 0
CCN(CC)c1ccc(/C=N/NC(=O)c2c(Cl)cnn2C)c(O)c1 | 2 | -10 | 3 | -2.5 | 9 | -10 | -8 | -16 | 0.0 | -1
Cc1nc(SCc2nc3ccc([N+](=O)[O-])cc3[nH]2)c2oc3ccccc3c2n1 | -8 | -2 | 6 | -2.3 | 1 | 4 | 3 | -4 | -0.3 | 2
Additional results follow.
SMILES | cardiac RTF act | CAL PDZ FP-1 | Tat export inh | CDK5 p35 inh | Rtt109 HAT inh | dFosB activator | Wnt act | MITF TRPM1 HTS | CAL PDZ FP-2 | V-ATPase pHluor
COc1ccc(-c2csc(/N=C/N(C)C)n2)cc1OC | -1 | 1 | -5 | -2.1 | -2 | 0 | 23 | 45 | x | -2
COc1ccc(NC(=O)/C=C/c2ccc3c(c2)OCO3)cc1 | 1 | -1 | -7 | 0.8 | 3 | -5 | 19 | -11 | -1.0 | -3
Cc1ccc(N2CCN(CCCN3C(=O)C4CCCN4C3=O)CC2)cc1 (stereo unspecified) | -3 | 52* | 1 | 0.6 | 2 | 2 | 0 | -10 | 0.0 | 1
CC[C@H](C)[C@@H](C(=O)N1CCNCC1)n1cc([C@@H](N)Cc2ccc(O)cc2)nn1 | -1 | -2 | -7 | -2.7 | 3 | 0 | -4 | 0 | 0.4 | -3
COC(=O)c1ccc(-c2ccco2)n1Cc1cc(C)ccc1C | -5 | x | 0 | 4.4 | -2 | -3 | -4 | x | -1.7 | 3
Cc1cccc(C(=O)N[C@H](C(=O)Nc2ccc(C)c(S(=O)(=O)N(C)C)c2)C(C)C)c1 | -3 | -3 | 8 | 0.7 | 4 | -8 | 1 | -6 | -2.9 | -3
C/C=C\C=C/C(=O)Nc1cccc(C2=NOC3(C2)C[C@@H](C(N)=O)N(C(=O)/C=C/C=C\C)C3)c1 (stereo partly specified) | 5 | 3 | -13 | 1.3 | 0 | -11 | x | 0 | -1.3 | -2
OC(CN1C2=NCCN2c2ccccc21)c1ccccc1 (stereo unspecified) | 15 | -2 | 9 | -1.6 | 4 | -3 | -2 | 1 | 1.3 | -1
COc1cc(NS(=O)(=O)c2ccc(C)cc2C)cc(OC)c1OC | -2 | -2 | -4 | 0.9 | 3 | -16 | x | -25 | -0.6 | -1
Cc1ccc(C(=O)NCc2cccnc2)cc1S(=O)(=O)Nc1ccccc1 | -2 | -3 | -13 | -1.6 | 0 | -5 | 0 | -7 | 0.6 | 0
Cc1cccc(COc2ccc(/C=N/NC(=O)c3nnn(-c4nonc4N)c3COc3ccc(F)cc3)cc2)c1 | -2 | -4 | -4 | 1.6 | 0 | 27* | 8 | 31 | -1.3 | -2
COC(=O)COc1ccc(-c2nccc(-c3ccccn3)n2)cc1 | 2 | -31 | -2 | 0.8 | -3 | -11 | 2 | -16 | -2.7 | 3
Cc1nn(C(C)C(=O)NCC2CCCO2)c(C)c1[N+](=O)[O-] (stereo unspecified) | 2 | 1 | -5 | -1.4 | -8 | 10 | 4 | -8 | -0.9 | 4
CCCc1nc2oc3c(Cl)ncnc3c2c2c1CCCC2 | 8 | -4 | -7 | 0.7 | 1 | -7 | -1 | x | -0.8 | -1
Cc1ccccc1N1CC(=O)Nc2c(oc3nc(-c4ccccc4)cc(C)c23)C1=O | 5 | -7 | 5 | -0.6 | -3 | -16 | 0 | -7 | -1.8 | 4
Cc1cccnc1NC(=O)CNC(=O)C12CC3CC(CC(Cl)(C3)C1)C2 | -1 | -1 | 26 | -5.5 | -6 | 1 | 1 | -1 | 1.0 | -2
CC(C)c1ccc(S(=O)(=O)N2CCN(C(=O)CCNC(=O)Nc3ccccc3)CC2)cc1 | -1 | 2 | 15 | -0.9 | 1 | -6 | 0 | -3 | -1.3 | 3
COc1ccc(/C=C/c2nc(-c3ccccc3)cc(=O)[nH]2)cc1 | -6 | 0 | -6 | -1.6 | 31 | -9 | 1 | 11 | -2.0 | 0
O=C1c2oc3ccccc3c(=O)c2C(c2cccc(F)c2)N1CCCO (stereo unspecified) | -4 | x | 2 | 1.2 | -2 | -6 | x | -5 | 0.3 | -1
CCCCn1c(N)c(N(Cc2ccccc2OC)C(=O)C(C)Oc2ccc(Cl)cc2)c(=O)[nH]c1=O (stereo unspecified) | -4 | -2 | 0 | -1.0 | 13 | -5 | 12 | -15 | -2.8 | 0
CC(=O)Nc1ccccc1NC(=O)COc1cccc2ccccc12 | -1 | x | -2 | -0.9 | 0 | 5 | -2 | -1 | -1.2 | 1
O=C(NCC1CCCO1)c1cc(-c2ccc(Cl)cc2Cl)on1 (stereo unspecified) | 3 | x | -1 | -1.0 | 1 | -10 | 37* | x | -1.5 | 8
Cn1c(=O)c2c(ncn2CC(=O)Nc2nccs2)n(C)c1=O | 0 | -1 | -9 | 1.3 | -20 | -5 | 3 | 6 | -0.5 | 3
CC(C)NC(=O)c1cnn2c1NC(c1cccs1)CC2C(F)(F)F (stereo unspecified) | 5 | -1 | -5 | -0.4 | 26 | -4 | -9 | x | -4.3 | -1
COc1cc2cnc(Cl)nc2cc1OC | -1 | -1 | 6 | -0.3 | 1 | -4 | x | -5 | -1.2 | 5
Next section.
SMILES | cardiac RTF act | CAL PDZ FP-1 | Tat export inh | CDK5 p35 inh | Rtt109 HAT inh | dFosB activator | Wnt act | MITF TRPM1 HTS | CAL PDZ FP-2 | V-ATPase pHluor
O=C(Nc1ccc2oc(-c3cccc4ccccc34)nc2c1)c1ncn[nH]1 | -2 | -7 | -4 | 0.3 | -4 | -14 | x | 58 | -2.9 | 3
CCN(CC(=O)NCCCN1CCOCC1)S(=O)(=O)c1cc(Cl)ccc1Cl | 2 | 6 | 10 | 0.7 | -7 | -10 | -2 | -8 | -3.8 | -1
O=C(C[C@H]1C[C@H](C(=O)N2CCCCC2)[C@@]2(CCc3ccccc3)c3[nH]c4ccc(Cl)cc4c3CCN2C1=O)NCc1cccc(C(F)(F)F)c1 | -4 | -3 | -12 | 0.0 | -4 | -16 | -4 | -39 | -0.7 | 0
Cc1ccc(S(=O)(=O)N(C)C)cc1NC(=O)CSc1nc2ccccc2[nH]1 | -1 | -1 | -4 | -1.6 | -12 | -5 | -4 | 2 | 1.3 | -1
CCCCNCc1cc(Br)c(OCc2cccs2)c(OC)c1 | 0 | -1 | -5 | 1.0 | 10 | -4 | x | 5 | -0.8 | 4
N#C/C(=C\c1ccc(OCCN2CCOCC2)cc1)C(=O)Nc1ccccc1F | 1 | -3 | -15 | -1.2 | 9 | -8 | -1 | 12 | -0.6 | 6
